# Bioassay records (PubChem BioAssay)
# MLL CXXC-DNA inh – MLL CXXC-DNA interaction inhibition. Q03164. MLL-CXXC / FITC-HOXA9 DNA fluorescence polarization. Potency, µM (top dose mostly 115 µM), inactives show at the highest dose activity change, negative = inhibition, hits mostly inhibitors. 0.037% of 290,000 active. AID 2662; active = well fitted inhibition curve with a large enough effect in the polarisation, with a control signal flat, not every such curve was filed as active; inconclusive = small, poorly fitted or top-dose-only effect, or effect the other way, or a change in a side signal; inactive = no such curve, though single readings can be large or run the other way; the % refers to the polarisation; note: potency is the fitted concentration of half-maximal effect
# Target sequence (Q03164 whole entry, looked up): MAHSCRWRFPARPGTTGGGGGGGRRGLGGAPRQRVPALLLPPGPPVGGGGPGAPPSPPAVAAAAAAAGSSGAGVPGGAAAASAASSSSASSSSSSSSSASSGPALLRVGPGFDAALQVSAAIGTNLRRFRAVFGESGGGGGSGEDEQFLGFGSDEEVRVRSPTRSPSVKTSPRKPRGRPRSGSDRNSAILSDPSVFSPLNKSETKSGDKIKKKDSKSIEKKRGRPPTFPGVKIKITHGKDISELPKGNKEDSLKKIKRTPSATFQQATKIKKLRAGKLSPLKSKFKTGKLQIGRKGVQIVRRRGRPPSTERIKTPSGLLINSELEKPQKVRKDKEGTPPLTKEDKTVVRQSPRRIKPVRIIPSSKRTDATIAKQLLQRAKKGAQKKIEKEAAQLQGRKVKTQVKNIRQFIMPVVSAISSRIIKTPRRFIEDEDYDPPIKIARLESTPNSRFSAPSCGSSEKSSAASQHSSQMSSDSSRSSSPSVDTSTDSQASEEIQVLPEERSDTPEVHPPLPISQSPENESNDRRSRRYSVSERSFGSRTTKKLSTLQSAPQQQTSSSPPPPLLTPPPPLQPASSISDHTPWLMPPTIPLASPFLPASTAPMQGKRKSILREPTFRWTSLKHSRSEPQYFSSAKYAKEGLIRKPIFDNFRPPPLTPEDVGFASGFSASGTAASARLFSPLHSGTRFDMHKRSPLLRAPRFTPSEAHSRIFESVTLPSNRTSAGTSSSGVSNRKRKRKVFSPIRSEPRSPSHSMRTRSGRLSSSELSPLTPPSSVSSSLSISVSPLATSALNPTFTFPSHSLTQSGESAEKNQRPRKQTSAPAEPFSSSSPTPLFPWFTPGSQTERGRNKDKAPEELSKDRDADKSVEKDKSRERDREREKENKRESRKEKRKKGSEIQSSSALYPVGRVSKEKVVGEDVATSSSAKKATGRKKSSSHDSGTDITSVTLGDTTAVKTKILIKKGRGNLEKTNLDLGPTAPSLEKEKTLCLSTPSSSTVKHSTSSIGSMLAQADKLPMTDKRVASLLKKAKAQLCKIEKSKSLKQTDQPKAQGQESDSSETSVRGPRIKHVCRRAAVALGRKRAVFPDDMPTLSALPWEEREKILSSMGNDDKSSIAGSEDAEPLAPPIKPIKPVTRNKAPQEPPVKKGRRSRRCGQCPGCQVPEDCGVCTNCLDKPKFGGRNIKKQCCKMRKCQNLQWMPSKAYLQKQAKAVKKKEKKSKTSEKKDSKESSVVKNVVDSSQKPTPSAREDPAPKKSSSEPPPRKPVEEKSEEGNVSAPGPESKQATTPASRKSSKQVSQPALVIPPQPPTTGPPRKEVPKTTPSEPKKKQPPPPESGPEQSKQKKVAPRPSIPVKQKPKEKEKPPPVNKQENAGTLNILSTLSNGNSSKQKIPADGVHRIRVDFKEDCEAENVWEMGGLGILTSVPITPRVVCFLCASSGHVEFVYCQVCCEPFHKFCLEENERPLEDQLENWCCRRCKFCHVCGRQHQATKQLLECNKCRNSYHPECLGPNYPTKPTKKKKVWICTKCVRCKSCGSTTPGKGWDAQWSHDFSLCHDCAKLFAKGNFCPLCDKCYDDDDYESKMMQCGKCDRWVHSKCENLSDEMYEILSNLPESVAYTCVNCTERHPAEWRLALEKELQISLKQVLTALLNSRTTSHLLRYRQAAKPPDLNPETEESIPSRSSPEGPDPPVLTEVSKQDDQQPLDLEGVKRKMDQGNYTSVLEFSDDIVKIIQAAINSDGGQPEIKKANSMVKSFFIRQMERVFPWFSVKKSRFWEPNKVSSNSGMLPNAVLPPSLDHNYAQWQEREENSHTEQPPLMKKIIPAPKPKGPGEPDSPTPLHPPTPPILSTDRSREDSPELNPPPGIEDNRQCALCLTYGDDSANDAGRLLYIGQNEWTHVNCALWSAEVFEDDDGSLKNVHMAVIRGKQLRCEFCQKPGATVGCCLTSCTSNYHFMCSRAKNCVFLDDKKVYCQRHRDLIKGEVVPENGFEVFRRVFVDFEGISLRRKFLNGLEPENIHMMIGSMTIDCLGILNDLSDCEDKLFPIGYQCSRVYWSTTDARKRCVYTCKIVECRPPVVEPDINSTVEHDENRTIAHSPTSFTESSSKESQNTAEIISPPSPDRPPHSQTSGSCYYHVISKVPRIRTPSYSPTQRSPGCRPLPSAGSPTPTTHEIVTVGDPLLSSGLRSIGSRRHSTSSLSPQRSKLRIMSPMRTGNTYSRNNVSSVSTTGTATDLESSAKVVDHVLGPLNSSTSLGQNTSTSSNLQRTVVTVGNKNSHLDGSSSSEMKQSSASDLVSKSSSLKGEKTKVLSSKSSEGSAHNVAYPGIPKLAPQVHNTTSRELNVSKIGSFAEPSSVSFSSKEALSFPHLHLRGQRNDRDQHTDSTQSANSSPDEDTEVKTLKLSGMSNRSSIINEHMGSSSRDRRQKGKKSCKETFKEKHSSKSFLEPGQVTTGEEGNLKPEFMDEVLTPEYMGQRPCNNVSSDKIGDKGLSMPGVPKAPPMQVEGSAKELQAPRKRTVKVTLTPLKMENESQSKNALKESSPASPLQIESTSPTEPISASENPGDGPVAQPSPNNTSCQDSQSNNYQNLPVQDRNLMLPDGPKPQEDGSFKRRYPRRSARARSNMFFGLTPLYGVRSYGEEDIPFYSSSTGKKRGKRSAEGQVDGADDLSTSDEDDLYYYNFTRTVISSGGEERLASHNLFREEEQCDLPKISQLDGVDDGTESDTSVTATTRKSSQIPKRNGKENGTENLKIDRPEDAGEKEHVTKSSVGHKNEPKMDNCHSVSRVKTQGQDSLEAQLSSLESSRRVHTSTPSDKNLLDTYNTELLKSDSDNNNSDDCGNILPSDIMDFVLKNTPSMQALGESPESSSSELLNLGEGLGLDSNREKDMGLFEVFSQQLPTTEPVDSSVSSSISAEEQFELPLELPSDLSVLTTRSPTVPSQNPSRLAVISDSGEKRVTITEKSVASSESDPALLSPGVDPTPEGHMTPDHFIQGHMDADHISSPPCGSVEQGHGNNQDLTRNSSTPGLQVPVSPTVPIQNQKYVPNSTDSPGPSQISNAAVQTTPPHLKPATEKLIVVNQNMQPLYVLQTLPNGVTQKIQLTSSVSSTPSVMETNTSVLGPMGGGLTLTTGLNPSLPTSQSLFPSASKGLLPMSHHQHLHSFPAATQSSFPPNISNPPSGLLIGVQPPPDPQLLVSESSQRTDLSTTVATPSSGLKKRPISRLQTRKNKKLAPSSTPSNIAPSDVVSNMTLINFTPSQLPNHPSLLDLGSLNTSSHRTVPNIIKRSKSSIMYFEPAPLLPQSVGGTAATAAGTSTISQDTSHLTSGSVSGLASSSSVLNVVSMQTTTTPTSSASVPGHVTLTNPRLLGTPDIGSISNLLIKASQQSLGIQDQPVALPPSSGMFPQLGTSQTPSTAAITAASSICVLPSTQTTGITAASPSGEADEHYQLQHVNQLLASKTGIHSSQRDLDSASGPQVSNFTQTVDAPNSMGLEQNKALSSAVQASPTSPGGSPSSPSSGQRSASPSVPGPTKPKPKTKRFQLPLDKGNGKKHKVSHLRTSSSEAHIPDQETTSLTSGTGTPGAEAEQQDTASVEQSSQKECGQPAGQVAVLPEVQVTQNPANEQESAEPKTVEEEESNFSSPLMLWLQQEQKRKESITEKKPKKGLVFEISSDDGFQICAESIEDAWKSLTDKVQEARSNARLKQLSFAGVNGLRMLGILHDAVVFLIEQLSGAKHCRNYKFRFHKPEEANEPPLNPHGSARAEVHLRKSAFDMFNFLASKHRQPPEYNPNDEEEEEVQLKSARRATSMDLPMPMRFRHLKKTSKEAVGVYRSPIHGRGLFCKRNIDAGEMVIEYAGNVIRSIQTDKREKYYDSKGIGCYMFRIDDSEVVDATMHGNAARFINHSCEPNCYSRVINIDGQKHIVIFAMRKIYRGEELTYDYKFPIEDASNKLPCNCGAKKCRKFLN
#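 Fluorescence polarization: 7 uM MLL-CXXC (stock) preincubated 5 min with compounds, then 50 nM fluorescein-HOX-A9 DNA (stock) added; 30 min ambient. Buffer 50 mM Tris-HCl pH 7.5, 50 mM NaCl, 1 mM DTT, 0.05% BSA.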
# Menin MLL FP TR – inhibitors of human menin-MLL interaction, mutant MLL peptide. Menin + Texas Red MLL mutant peptide, fluorescence polarization. O00255. Potency, µM (doses to about 61.6 µM), without a hit: at the top dose FP activity change, negative = inhibition, most hits filed as inhibitors. 0.23% of 270,000 active; active = well fitted inhibition curve with a large enough effect in the polarisation, with a control signal flat, not every such curve was filed as active; inconclusive = small, poorly fitted or top-dose-only effect, or effect the other way, or a change in a side signal; inactive = no such curve, though single readings can be large or run the other way; the % refers to the polarisation; note: potency is the fitted concentration of half-maximal effect; % of control where 0% means no effect; many of its hits are not listed in these tables
# hERG WT inh – KCNH2 (human, wildtype) channel inhibition; U2OS, BacMam KCNH2, thallium flux FluxOr; hits give low values; Q12809; 0.37% of 340,000 active; activity change, % at 1.84 µM; AID 720551;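 active = maximum activity change below -70%; inconclusive = maximum activity change between -70% and -50%; inactive = maximum activity change above -50%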; note: % is set by controls: 0 for no effect and ±100 for the full control effect
#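 U2OS cells were transduced with wild-type KCNH2 virus (2.03 x 10^8 / mL) for 4 h at room temperature, then cultured overnight at 37 C. Thallium flux was read with FluxOr dye. Rate constants were normalized to DMSO controls.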
# USP2a inh – USP2a (human) protease inhibition; Potency, µM (titrated, usually from 38.3 µM), inactives show top-dose activity change, negative = inhibition, usual class: inhibitors; USP2 core, Ub-CHOP2 coupled fluorogenic reporter, 485/531; AID 463254; 0.01% of 330,000 active;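 note: potency is the fitted concentration of half-maximal effect; plate controls were DMSO wells for no effect and full inhibition by NEM control for full effect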
#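 Deubiquitinase activity read as fluorescence (485/531 nm) after Ub-CHOP2 cleavage activates the enterokinase reporter on its substrate; USP2 core 10nM, Ub-CHOP2 and substrate 25nM each, 30min compound preincubation then 60min RT; data normalized to NEM, curves fitted.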
# GALK inhibitor – inhibitors of human galactokinase | P51570 | Purified GALK, Kinase-Glo residual ATP luminescence | Potency, µM (series often up to 57.5 µM), inactives show at the top dose activity change, negative = inhibition, most hits filed as inhibitors | 0.007% of 270,000 active | AID 1868; note: potency is the fitted concentration of half-maximal effect; % is set by controls: 0 for no effect and ±100 for the full control effect
#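 Luminescence from leftover ATP (Ultra-Glo luciferase/luciferin) served as read-out after a 1 h room-temperature reaction of 5 nM GALK with 35 uM ATP and 100 uM galactose.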
# PKM2 activator – increases activity of human pyruvate kinase M2; P14618; purified PKM2, Kinase-Glo ATP luminescence, activation; response scale: 0% is enzyme alone, no compound; Potency, µM (highest dose often 57.5 µM), without a hit: at the top dose activation, most hits filed as activators; 0.34% of 260,000 active; note: potency is the fitted concentration of half-maximal effect; % is set by controls: 0 for no effect and ±100 for the full control effect; nearly all actives have a fitted effect of over 55% in size
#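 Kinase-Glo luminescence reports ATP generated from ADP (0.1 mM) and PEP (0.5 mM) by purified hPK-M2 after 1 h at room temperature, pH 7.2 imidazole buffer; intermediate enzyme activity allows detecting inhibitors and activators.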
# Giardia kill – kills Giardia lamblia; AID 540267; activity change, % at 7.66 µM, hits read low; Giardia lamblia trophozoite viability; 0.15% of 340,000 active; in the data active = activity change below about -80%; inconclusive = between about -30% and that limit;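 note: parasites exposed to compound for two days anaerobically before the ATP read; % is set by controls: 0 for no effect and ±100 for the full control effect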
#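 Compounds were tested on trophozoites seeded at 100 cells/well and held 48 hrs at 37 deg C anaerobically. An ATP-based luminescent kit measured the remaining live cells.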
# TRPV1 agonist – agonists of human vanilloid receptor 1 (TRPV1); 0.19% of 320,000 active; TRPV1-expressing cells, Fluo-8 calcium influx, agonist mode; activation, % at 8.33 µM; AID 540275; Q8NER1; in the data active = activation above about 80%; inconclusive = between about 30% and that limit; note: 0% is about no effect
#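 Fluo-8 calcium influx in TRPV1-expressing cells, kinetic read (ex 480/em 520 nm). Compound added and read 3 min for agonist activity, followed by capsaicin at EC20 final and 2 min further read for enhancement.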
# Coupling enz – inhibits coupling enzyme system, counter-screen for aldolase hits | AID 2472 | coupling enzyme system counterscreen, AmpLite Red fluorescence | 0.67% of 290,000 active | activity change, negative = inhibition, % at 58.2 µM, hits read low; in the data active = activity change below about -30%; note: % is set by controls: 0 for no effect and ±100 for the full control effect
#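 Counterscreen of the coupled detection system alone, without aldolase: glyceraldehyde-3-phosphate coupling enzymes plus AmpLite Red readout. Compounds at 57.5 uM final, 10 min RT preincubation, 20 min RT reaction, fluorescence 525/598 nm.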
# B2AR arrestin – beta2AR (human) beta-arrestin recruitment activity; P07550; beta-arrestin recruitment to beta2AR, cell-based reporter; Potency, µM (highest dose often 46.1 µM), for the others: at the top dose activation, usual class: activators; 0.02% of 330,000 active; AID 492947;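 note: potency is the fitted concentration of half-maximal effect; 0% = DMSO controls and full agonism = EC100 isoproterenol or metaproterenol; nearly all actives have a fitted effect of over 65% in size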
# KCNH2 3.1 block – KCNH2 3.1 (human) potassium channel inhibition | U2OS KCNH2 3.1, thallium flux FluxOr; hits give low values | activity change, % (tested at about 1.8 µM) | 0.95% of 340,000 active | AID 720553;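 active = maximum activity change below -70%; inconclusive = maximum activity change from -70% to -50%; inactive = maximum activity change above -50%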;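 note: thallium influx rate constant from kinetic fluorescence after stimulation buffer; % is set by controls: 0 for no effect and ±100 for the full control effect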
#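 U2OS cells transduced with KCNH2 3.1 mutant virus (1.77 x 10^8 /mL, 4 h), plated overnight at 37 C, loaded 45 min with FluxOr dye plus Red40 quencher. Thallium flux rate constant from kinetic reads after stimulation buffer, normalised to controls.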
# Numbers without * were called inactive; ? = inconclusive; . = no result given. Unless noted, calls come from the whole dose curve; as a rule, active = well fitted curve in the direction sought with a large enough effect; inconclusive = small, poorly fitted or top-dose-only effect, or another doubt; inactive = no such curve, though single readings can be large; an effect the other way counts as inactive or inconclusive. An excerpt; rates above refer to the full screens.
compound	TRPV1 agonist	Menin MLL FP TR	hERG WT inh	GALK inhibitor	B2AR arrestin	MLL CXXC-DNA inh	KCNH2 3.1 block	Coupling enz	USP2a inh	PKM2 activator	Giardia kill
CC(C)C(=O)Nc1cccc(NC(=S)NC(=O)c2cccs2)c1	3	.	-3	-6%	-0.5%	-8%	0	.	1%	-1%	-18
O=C(COC(=O)CCCN=C1NS(=O)(=O)c2ccccc21)NNC(=O)c1ccccc1	0	.	-9	.	0.3%	.	-2	.	3%	.	4
Cc1n(CC(O)COC2CCCCC2)c2ccccc2[n+]1C (stereo unspecified)	0	1%	-14	0%	0.1%	0%	-8	0	-1%	-2%	3
CCC(Sc1nc2ccncc2[nH]1)C(=O)Nc1ccc(C)c(Cl)c1 (stereo unspecified)	4	-3%	-6	.	0.3%	8%	-10	-6	1%	-6%	-14
COc1ccc(-c2cc3nc(C)c(CCC(=O)N4CCN(c5ccccn5)CC4)c(C)n3n2)c(OC)c1	3	?	7	-2%	-0.2%	30%	.	2	1%	0%	2
COc1cccc(/C=C/C(=O)OCC(=O)Nc2ccc(Cl)c(S(=O)(=O)N(C)C)c2)c1OC	-2	8%	-6	-1%	-0.8%	-8%	7	1	2%	-2%	-7
Cn1c(=O)cc(OCC(=O)NC2CCCCC2)c2ccccc21	0	1%	6	-2%	0.3%	-9%	-13	-3	6%	-7%	?
CN1CCN(S(=O)(=O)c2ccc(-c3ccc(S(=O)(=O)N4CCN(C)CC4)cc3)cc2)CC1	2	3%	.	7%	0.4%	4%	.	4	-2%	-2%	.
O=C(c1cccc(Cl)c1)N1CCC(N2CCC(C(=O)N3CCCC3)CC2)CC1	1	?	25	6%	0.1%	15%	-24	-5	0%	.	12
CC(C)Cn1c(N)c(C(=O)COC(=O)CCc2nc3ccccc3s2)c(=O)n(C)c1=O	-1	-5%	7	-2%	-0.1%	5%	-33	2	1%	-1%	8
Cc1c(N=Nc2ccc(O)cc2)c(=O)n(-c2ccccc2)n1C	-8	-10%	-6	1%	-0.4%	4%	2	2	1%	4%	?
O=C(COC(=O)/C=C/c1ccc(C(F)(F)F)cc1)NC1CC1	?	.	-6	.	0.0%	.	7	.	0%	.	23
COc1ccc(C(C)=O)cc1Cn1nc(C)c([N+](=O)[O-])c1C	5	0%	3	0%	-0.3%	6%	2	1	0%	-2%	15
CNc1nc(-c2ccc3c(c2)CCN3C(=O)c2ccccc2F)cs1	-1	8%	-5	1%	6.1%	11%	4	-8	0%	-1%	3
COc1ccccc1N(C)S(=O)(=O)c1ccc(C(=O)NC(C)(C)C)cc1	-1	-5%	-6	1%	-0.4%	-3%	-15	4	7%	1%	6
CCOc1ccc(CNC(=O)c2ccc(NC(=O)C3=CSCCO3)cc2)cc1	9	?	-7	-1%	-0.5%	1%	7	1	2%	.	-14
CC(C)(C)NC(=O)c1oc2ccccc2c1COc1ccccc1	-7	1%	1	0%	-0.5%	20%	5	-4	1%	4%	-16
Cc1cc(C)c(C#N)c(Sc2nnnn2-c2ccccc2)n1	-3	-6%	-5	-1%	-0.2%	-17%	5	-4	1%	8%	13
CC(C)(C)NC(=O)C(c1ccncc1)N(C(=O)C1CSC(=O)C1)c1ccccc1 (stereo unspecified)	-1	2%	-13	-3%	-0.5%	1%	1	6	7%	0%	5
CCCCNS(=O)(=O)c1ccc(OC)c(Cl)c1Cl	-1	-15%	1	-1%	0.2%	-1%	-9	0	1%	21%	-6
COc1ccc(NCC(=O)N/N=C/C2CCCCC2)cc1	-1	.	0	-1%	-0.4%	3%	-16	0	0%	0%	-12
CSc1nc(NCc2ccco2)c2ccccc2n1	-3	-1%	3	0%	-0.4%	10%	0	0	7%	5%	4
COc1cc(C(=O)NCCc2ccc(S(N)(=O)=O)cc2)cc(OC)c1OC	-4	-9%	-19	2%	0.1%	-4%	5	-1	3%	-11%	-20
CCN(CC)S(=O)(=O)c1cc(OC)c(C)cc1C	11	?	-7	7%	-0.2%	10%	-24	0	0%	-2%	-8
Cc1cc(O)ccc1NC(=O)c1ccccc1	6	3%	1	0%	0.0%	-5%	-1	5	-2%	-14%	25
O=C(Oc1cccc2cccnc12)c1cccc(N2C(=O)C3C4CCC(C4)C3C2=O)c1 (stereo unspecified)	11	-2%	11	.	13%	9%	-13	-9	1%	-6%	27
COc1ccc(/C=N/NC(=O)c2cccnc2)cc1CN1CCc2cc(OC)c(OC)cc2C1C (stereo unspecified)	0	-10%	9	10%	-1.1%	-1%	-19	1	-1%	3%	15
CC1(C)COC2(OC1)C(=O)Nc1ccccc12	-3	-16%	-3	1%	0.4%	1%	11	-2	1%	7%	3
COc1ccc(N(CC(=O)N2CCN(C)CC2)S(=O)(=O)c2ccccc2)cc1OC	2	8%	-4	1%	-0.3%	6%	14	2	-1%	-1%	6
O=C(CNS(=O)(=O)c1cccc(Br)c1)NCC1CCCCC1	?	.	14	-1%	-0.4%	2%	5	5	0%	.	-1
COc1cccc(CNC(=O)C2CCN(S(=O)(=O)c3ccc(C)cc3)CC2)c1	18	.	-9	-2%	-0.3%	3%	16	1	-1%	.	-13
Cc1cccc(N(C(=O)c2ccc(CN3CCOCC3)o2)C(C(=O)NC2CCCCC2)c2ccc(F)cc2)c1 (stereo unspecified)	9	-6%	-12	1%	0.2%	-3%	-1	1	0%	3%	29
C=CCNC(=S)N1CCN(CCN=Cc2c(C)[nH]n(-c3ccc([N+](=O)[O-])cc3)c2=O)CC1	2	20%	-6	8%	-0.1%	-1%	-24	-2	1%	-47%	12
COc1ccc(C)cc1NC(=O)C(Sc1nnc(-c2cccs2)o1)c1ccccc1 (stereo unspecified)	-1	-9%	-10	2%	0.3%	15%	22	2	2%	-3%	13
CC(C)(C)c1ccc(S(=O)(=O)NCc2ccccn2)cc1	22	-7%	3	-6%	-1.0%	27%	21	4	3%	0%	12
Nc1ccc2nc(CCCO)[nH]c2c1	0	.	-5	6%	-0.3%	3%	7	-29	8%	0%	15
CCOC(=O)C(C)n1cnc2c(nnn2-c2cccc(Cl)c2)c1=O (stereo unspecified)	6	2%	-3	0%	0.4%	4%	-1	0	0%	13%	-7
COc1ccc2cc(-c3ccon3)ccc2c1	10	6%	9	6%	-0.2%	3%	13	2	-1%	.	16
Nc1nonc1-c1nc2ccccc2n1CC(=O)N/N=C/c1ccc(-c2cccc(C(=O)O)c2)o1	0	-20%	0	-1%	-1.1%	-19%	7	3	-3%	?	-5
Cc1cc(-c2nnc(CCC(=O)N(CC3CC3)CC3CCCO3)o2)no1 (stereo unspecified)	-2	5%	5	1%	-0.6%	-7%	1	1	9%	3%	-14
CN(c1c[nH]c(=O)[nH]c1=O)C1CCCCC1	3	15%	4	-1%	0.4%	-6%	-20	2	1%	-4%	9
